Compound activity as filed in PubChem.
TDP2 absorb: TDP2 (human) inhibition, absorbance primary screen; 370,000 compounds, 0.34% hits; AID 720702; inhibition, % at 12.8 µM; recombinant TDP2, T5PNP hydrolysis, p-nitrophenol absorbance 415 nm;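 active = inhibition above the mean of all tested compounds plus 3 SD, set per campaign, cut at about 25% in these data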;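 note: 0% = DMSO with enzyme and 100% = buffer with substrate but no TDP2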
Target sequence (O95551 whole entry, looked up): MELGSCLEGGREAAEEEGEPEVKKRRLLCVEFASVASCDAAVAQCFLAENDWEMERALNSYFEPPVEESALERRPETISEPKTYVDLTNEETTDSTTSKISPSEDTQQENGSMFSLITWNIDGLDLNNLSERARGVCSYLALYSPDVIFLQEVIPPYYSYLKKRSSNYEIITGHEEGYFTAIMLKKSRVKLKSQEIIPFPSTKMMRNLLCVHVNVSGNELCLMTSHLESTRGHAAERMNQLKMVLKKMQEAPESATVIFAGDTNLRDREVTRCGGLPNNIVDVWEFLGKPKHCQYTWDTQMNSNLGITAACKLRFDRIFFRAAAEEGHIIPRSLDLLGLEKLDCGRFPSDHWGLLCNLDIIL
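System: recombinant human TDP2 / Amount: 120 nM TDP2 per well / Also added: 5 mM T5PNP chromogenic substrate / Doses: 12.8 µM single point, 1% DMSO / Incubation: 2 h at 37 °C / Detection: p-Nitrophenol epi absorbance / Evaluation: % inhibition relative to enzyme-containing and enzyme-free wells / Repeats: singlicate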
Tn6 DDE FP: DD(E)-Tn6 binding inhibition, primary FP screen; inhibition, % at 8.3 µM; 370,000 compounds, 0.21% hits; P02675; Fibrin DD(E) TRITC-Tn6 fluorescence polarization displacement;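 active = inhibition above a per-campaign cutoff: mean of compounds within control limits plus 3 SD, cut at about 15% in these data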;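 note: 0% = median of all compound wells on the plate and 100% = blocking peptide control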
Target sequence (P02675 whole entry, looked up): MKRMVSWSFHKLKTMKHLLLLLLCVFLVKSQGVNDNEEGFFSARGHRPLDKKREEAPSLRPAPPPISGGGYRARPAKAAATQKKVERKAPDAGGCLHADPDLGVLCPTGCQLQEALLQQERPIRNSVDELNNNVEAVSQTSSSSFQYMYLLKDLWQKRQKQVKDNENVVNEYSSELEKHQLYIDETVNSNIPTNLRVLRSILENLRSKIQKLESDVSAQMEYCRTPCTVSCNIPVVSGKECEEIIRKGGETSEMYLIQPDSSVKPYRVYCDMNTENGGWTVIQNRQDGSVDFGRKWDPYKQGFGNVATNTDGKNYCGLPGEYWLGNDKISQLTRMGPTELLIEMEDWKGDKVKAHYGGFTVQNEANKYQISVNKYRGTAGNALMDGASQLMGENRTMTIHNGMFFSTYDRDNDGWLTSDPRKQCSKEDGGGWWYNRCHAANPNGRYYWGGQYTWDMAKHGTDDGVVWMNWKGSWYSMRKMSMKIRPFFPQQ
KLK7 zymogen act: activates the human kallikrein-7 zymogen | P49862 | purified proKLK7, EDANS-DABCYL substrate fluorescence; 100% is mature enzyme control, 0% vehicle | activation, % at 7 µM | 370,000 compounds, 0.9% hits | AID 652039;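 active = activation above the mean of all tested compounds plus 3 SD, computed per campaign excluding outliers beyond control limits, cut at about 13% in these data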
Target sequence (P49862 whole entry, looked up): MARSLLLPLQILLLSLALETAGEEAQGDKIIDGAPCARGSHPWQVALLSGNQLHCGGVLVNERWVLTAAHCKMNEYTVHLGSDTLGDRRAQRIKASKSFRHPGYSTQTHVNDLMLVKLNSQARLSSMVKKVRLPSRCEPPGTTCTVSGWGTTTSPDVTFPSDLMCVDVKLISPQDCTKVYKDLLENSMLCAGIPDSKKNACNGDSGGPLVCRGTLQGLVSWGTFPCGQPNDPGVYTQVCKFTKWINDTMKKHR
PLCg1 inh: PLC-gamma1 (human) inhibition, primary screen. purified PLC-gamma1, fluorogenic substrate, fluorescence. AID 720700. inhibition, % at 12.2 µM. 370,000 compounds, 0.84% hits; in the data active = inhibition above about 9.5%
ADAM10 inh: ADAM10 inhibition, QFRET primary screen. recombinant ADAM10, EDANS/DABCYL FRET peptide cleavage, 3 h. inhibition, % at 7 µM. AID 720582. 370,000 compounds, 0.62% hits. O14672;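 active = inhibition above a per-campaign cutoff equal to the mean of compounds falling between control-based bounds plus 3 SD, cut at about 20% in these data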;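 note: 0% = DMSO wells while the 100% control is not disclosed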
ADAM17 inh: inhibitors of human ADAM17 | inhibition, % at 6.95 µM | 370,000 compounds, 0.83% hits | P78536 | recombinant ADAM17, EDANS/DABCYL FRET peptide cleavage;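 active = inhibition above the mean of compounds lying between control limits plus 3 SD, set per campaign, cut at about 8.5% in these data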;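 note: 0% = DMSO-only wells as the low control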
LEDGF integ inh: blocks HIV-1 LEDGF/p75-dependent DNA integration; TR-FRET IN-LEDGF/p75 DNA integration, Eu/Cy5; inhibition, % at 3.7 µM; 370,000 compounds, 0.64% hits; AID 743269;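 active = inhibition above the screen-wide mean plus 3 SD, cut at about 13% in these data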;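 note: signal is the Cy5 over europium emission ratio at 671 and 618 nm; 0% = plate median of compound wells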
ASAP1 inh: inhibitors of human ASAP1 ArfGAP activity; Q9ULH1; ASAP1-stimulated ARF1 GTP hydrolysis, GDP FP detection; inhibition, % at 16.5 µM; 360,000 compounds, 0.19% hits; in the data active = inhibition above about 25%;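 note: 0% = vehicle with enzyme and substrate and 100% = no enzyme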
ARFGAP1 inhibitor: inhibits rat ARF GTPase activating protein 1; Arfgap1-stimulated ARF1 GTP hydrolysis, GDP FP detection; inhibition, % at 16.5 µM; 360,000 compounds, 0.26% hits; Q62848;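 active = inhibition above a per-plate limit, mean inhibition of low control wells plus 3 SD, cut at about 25% in these data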;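 note: 0% = DMSO wells with enzyme and 100% = wells lacking Arfgap1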
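material = rat Arfgap1 catalytic domain, aa 1-136 | also added = human ARF1(Δ1-17)-GTP substrate | compound dosing = one concentration, 16.5 µM, DMSO 1.26% | times = GTP hydrolysis reaction 2 h at 25 °C | measured by = FP, GDP Alexa 633 tracer displaced from anti-GDP antibody, 620/688 nm | evaluation = percent inhibition of Arfgap1-stimulated GTP hydrolysis | replication = single well per compound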
Tn7 DDE FP: disrupts Tn7 cyclic peptide binding to fibrin D-Dimer-E complex; FP displacement of FITC-Tn7 peptide from fibrin DD(E); 0% = median of compound wells per plate; 370,000 compounds, 0.13% hits; P02675; inhibition, % at 8.3 µM;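 active = inhibition above the mean of compounds falling within the control limits plus 3 SD of them, cut at about 14% in these data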;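 note: 0% = plate median of compound wells and 100% = 10 µM Aha-Tn7 peptide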
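Measure: % inhibition scaled between sample-field median and high-control FP; Test system: human fibrin DD(E); Quantity: 2 µM final DD(E) protein; Doses: one dose, 8.3 µM nominal; Schedule: compound with protein 10 min, then 3 h after probe, room temperature; Detection: fluorescence polarization; Medium: Tris buffer with calcium and detergent, pH 7.8.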
The depositor's hits bear a star. Random draw from the library; 4.2% or so of the library scored in one or more.

Values run as follows: LEDGF integ inh	PLCg1 inh	ASAP1 inh	Tn6 DDE FP	TDP2 absorb	KLK7 zymogen act	Tn7 DDE FP	ADAM10 inh	ARFGAP1 inhibitor	ADAM17 inh
Cc1noc(C)c1COc1ccc(C(=O)Nc2cccnc2)cc1
  2.5	-2.4	-6.2	4.3	8.1	0.0	5.5	-1.5	0.7	-4.0
COCCCC1CCN(Cc2nc(Cc3ccccc3Cl)no2)CC1
  3.4	0.3	8.7	0.1	2.6	-0.7	-11.5	0.1	7.9	-0.2
Cc1ccc(OCC(=O)Nc2ccc3oc(=O)ccc3c2)cc1
  0.1	-32.8	4.9	-2.4	-4.3	1.2	2.4	-42.3	4.3	-20.2
CCc1ccc(NC(=O)CSc2nnc(SCC(=O)Nc3ccc(CC)cc3)n2N)cc1
  -1.5	-2.1	-3.7	7.3	-0.8	0.7	4.5	3.3	-2.6	-5.2
COc1cc(/C=C/C(=O)OCC(=O)NCc2cccs2)ccc1OCC#N
  3.3	-31.4	17.9	6.9	-2.7	1.4	0.8	-74.0	1.6	-19.8
CC(C)=CCC/C(C)=C/CNC(=O)C[C@H]1C[C@H](C(=O)N(C(C)C)C(C)C)[C@@]2(C)c3[nH]c4cc(CCC(=O)N(C)C)ccc4c3CCN2C1=O
  3.1	0.7	4.2	-2.5	-13.4	0.7	2.3	14.2	-3.2	5.0
O=C(/C=C/c1ccccc1O)c1ccccc1
  -0.8	-4.0	-7.1	-5.2	9.2	0.5	-3.7	-35.5	-2.3	-11.2
COc1ccc(CCNS(=O)(=O)c2c(C)[nH]c(C)c2C(=O)N2CCCCC2)cc1OC
  -0.5	0.7	4.9	-10.1	1.9	0.0	-5.3	-4.8	5.7	-2.6
COc1ccc(CCNC(=O)C2CCCN(c3nc(C)cc(C)n3)C2)cc1 (configuration not stated)
  1.9	-2.1	-13.8	-7.7	10.7	0.0	-4.1	-7.7	7.9	-3.0
CCC(=O)N1CCN(c2ccccc2NC(=O)Cc2ccc(Cl)cc2)CC1
  0.6	1.2	2.3	-3.4	0.3	0.2	10.2	1.4	0.2	-0.7
COc1ccc(-c2ccc(C(=O)NCCc3ccccc3)c3occc23)c(C)c1
  3.3	-4.6	11.5	-2.3	-1.5	-0.8	4.9	-7.9	3.3	-1.0
Cc1ccc(N(CCC#N)C(=O)COC(=O)c2nc3nc(C)cc(C)n3n2)cc1
  1.9	-0.4	7.1	-2.2	7.2	0.0	-6.7	-5.0	-13.7	-0.1
Cn1cccc1C(=O)OCC(=O)Nc1ccc2c(c1)CCC2
  1.5	0.1	1.6	7.2	0.4	-0.7	8.2	-4.5	-1.7	6.5
CCN(C[C@H]1N[C@@](CC)(C(=O)OC)[C@H]2C(=O)N(Cc3ccccc3)C(=O)[C@@H]12)C(C)=O
  -2.6	-0.9	1.0	6.7	8.3	0.1	5.6	-8.6	4.1	-4.0
O=S(=O)(O)c1ccc(N=Nc2ccccc2)cc1
  -2.1	0.4	6.5	5.7	5.2	-0.2	-3.0	1.7	4.1	-0.2
O=C(Nc1ccccc1Cl)c1ccn[nH]1
  -3.4	0.5	-0.7	-0.3	2.8	0.0	-7.8	-3.2	-0.3	-2.0
Oc1ccccc1CN1CCCC(N2CCN(c3cccc(C(F)(F)F)c3)CC2)C1 (configuration not stated)
  3.9	1.7	-14.4	-4.6	-12.1	0.1	-5.5	11.4	-0.3	9.0*
Cc1ccccc1-n1c(C)cc(/C=N/NC(=O)c2ccc(CN3CCOCC3)cc2)c1C
  2.6	-25.6	-3.2	-11.3	-3.9	-0.1	-3.6	-5.2	-1.0	-8.0
O=C(NNC(=O)c1ccc2ccccc2c1O)Nc1ccc(F)cc1
  -1.7	-51.4	4.5	-12.0	-1.0	-2.6	-6.1	-416.1	0.0	-128.4
Cc1ccccc1C(=O)NCCNc1ccc([N+](=O)[O-])cc1
  -2.5	0.9	-10.2	3.9	-4.6	0.1	5.3	-4.2	9.8	1.9
CCSc1nc(O)c(C2OC(=O)c3c2ccc(OC)c3OC)c(=O)n1CC (configuration not stated)
  -1.5	0.1	5.6	-2.8	2.4	0.1	0.7	4.7	-2.0	-2.0
O=C(OCC(=O)N1CCCCCC1)c1cccc(Cl)c1
  -0.8	6.4	-11.9	0.3	10.6	0.0	3.3	-5.8	-2.6	-5.2
CC(=O)N1CCN(S(=O)(=O)c2cccc(C(=O)NC3CCC(C)CC3)c2)CC1 (configuration not stated)
  -1.7	1.0	-1.9	7.7	10.2	-0.3	2.8	-2.4	10.6	-2.9
CCCn1c(N2CCN(C(=O)Nc3ccccc3)CC2)nc2ccccc21
  -2.3	4.1	11.4	-10.9	-2.7	0.1	-4.2	-3.5	4.6	-0.7
C=CCn1cc(C(=O)NCCOC)c(=O)c2cc(S(=O)(=O)N(CC)CC)ccc21
  1.3	6.9	-16.8	11.7	-5.9	-0.4	1.6	-3.8	-3.3	1.6
Cc1ccccc1C(=O)Nc1ccnn1C1CCN(C(=O)c2ccoc2)CC1
  -2.5	0.2	-1.2	-3.0	11.1	0.0	7.7	-0.7	-3.3	-0.9
CC(=O)Nc1c(O)c2cccc3c2n(c1=O)CCC3
  -4.8	-10.5	-2.2	-1.2	-10.6	-0.3	4.6	-8.8	5.9	-5.3
CC(C)(CCc1ccccn1)C(=O)CCCc1ccccn1
  -0.6	-0.2	-10.2	4.4	0.1	0.0	-1.7	-4.3	10.8	-1.4
CCOC(=O)c1cc2occc2n1CC(=O)N1CCN(C(=O)c2ccco2)CC1
  -0.1	-6.0	2.2	-1.0	4.0	0.5	4.7	-4.5	0.9	-5.4
CC(C)CCn1c(CN(C)Cc2ccccc2)nc2c1c(=O)n(C)c(=O)n2C
  -0.9	-4.6	0.5	-0.9	4.8	0.1	1.0	-0.6	6.6	-4.2

2 entries from above, with tabs:
SMILES	LEDGF integ inh	PLCg1 inh	ASAP1 inh	Tn6 DDE FP	TDP2 absorb	KLK7 zymogen act	Tn7 DDE FP	ADAM10 inh	ARFGAP1 inhibitor	ADAM17 inh
CCN(C[C@H]1N[C@@](CC)(C(=O)OC)[C@H]2C(=O)N(Cc3ccccc3)C(=O)[C@@H]12)C(C)=O	-2.6	-0.9	1.0	6.7	8.3	0.1	5.6	-8.6	4.1	-4.0
COc1ccc(-c2ccc(C(=O)NCCc3ccccc3)c3occc23)c(C)c1	3.3	-4.6	11.5	-2.3	-1.5	-0.8	4.9	-7.9	3.3	-1.0

Next records.
Values run as follows: LEDGF integ inh	PLCg1 inh	ASAP1 inh	Tn6 DDE FP	TDP2 absorb	KLK7 zymogen act	Tn7 DDE FP	ADAM10 inh	ARFGAP1 inhibitor	ADAM17 inh
O=C(CNC(=S)N(Cc1ccccc1)Cc1cccnc1)NCCN1CCOCC1
  4.3	-0.5	-0.2	-0.3	7.8	0.7	-2.2	3.5	2.5	3.2
N#Cc1ccccc1OCC(=O)NC1CCCCCC1
  2.1	-0.9	-6.6	2.2	2.0	-0.8	1.9	-14.7	-17.0	1.3
CCC1(CC)C(=O)NC(=O)NC1=Nc1ccccc1
  -0.6	-0.5	5.3	-3.0	5.6	0.0	10.3	-5.3	15.8	-2.5
Cc1nn(Cc2c(Cl)cccc2Cl)c(C)c1NC(=O)/C=C/c1cnn(C)c1C
  -1.8	4.1	-10.3	-4.8	4.0	0.5	3.3	6.9	-3.8	0.3
NC(=O)c1c(NC(=O)C2CC=CCC2C(=O)O)sc2c1CCCCC2 (configuration not stated)
  -0.2	-9.5	-8.8	-12.8	14.3	0.1	0.5	-5.3	-5.7	-8.6
COc1ccccc1NC(CC(=O)c1ccccc1)C(=O)OCC(=O)c1ccc(C)c(C)c1 (configuration not stated)
  3.7	8.2	6.2	-1.4	-11.2	0.8	2.5	3.7	6.9	-5.0
Fc1ccc(-c2nnc3ccc(N4CCc5ccccc5C4)nn23)cc1
  -4.4	-88.4	-12.4	13.4	2.0	-0.9	1.4	-122.7	-9.7	-30.9
O=C(Cn1cnc2c(cnn2-c2ccc(Cl)cc2)c1=O)NCCc1ccccc1
  0.8	0.1	-0.4	-2.0	9.3	-0.1	6.6	1.7	2.7	-4.5
O=C(COC(=O)Cn1[nH]c(=O)c2ccccc2c1=O)Nc1c(Cl)cccc1C(F)(F)F
  -1.1	1.1	0.9	-0.4	9.2	0.4	-3.6	-6.7	5.0	-14.2
COc1ccc(/C=C\c2nc(=O)c3ccccc3o2)cc1
  -0.4	-18.9	2.4	1.2	-2.1	-0.4	0.8	-4.1	10.3	-3.4
O=C(CC1CCCC1)Nc1nnc(C2CC2)s1
  1.5	1.7	0.6	-9.9	-7.3	0.4	-2.1	5.1	-2.1	2.2
O=C(O)C1CCN(C(=O)c2ccccc2C(=O)N2CCC(C(=O)O)CC2)CC1
  2.5	0.0	4.1	-6.8	2.5	0.0	-1.9	-2.0	6.3	-2.0
Cc1ccccc1-n1c(=O)n(Cc2ccco2)c(=O)c2[nH]cnc21
  6.5	2.5	-11.5	8.7	-17.8	-0.3	5.0	-2.2	-8.1	-1.2
Nc1nc(SCC(=O)NC2CCCCC2)[nH]c(=O)c1-c1ccccc1
  -0.7	2.8	-5.0	3.1	7.2	-0.5	-2.1	-3.6	14.6	-3.4
CCOC(=O)c1ccc(CNCc2ccc(Br)cc2)cc1
  6.4	-2.5	-3.4	9.5	3.0	-0.6	2.7	-4.6	-10.3	-2.4
Cc1cc(C)c(C#N)c(N2CCN(c3ccccc3F)CC2)n1
  2.0	-18.8	8.3	4.0	-9.8	-0.7	-3.7	6.3	3.4	-1.6
O=C(Cn1cnnn1)Nc1cccc(S(=O)(=O)N2CCCCC2)c1
  -0.2	-2.2	-3.5	8.3	-3.8	-0.8	3.7	-2.5	6.3	-0.6
CCCCn1c(=O)nc2n(-c3ccc(OC)cc3)c3ccccc3cc-2c1=O
  1.0	-10.4	-10.5	2.0	0.0	0.6	7.7	-11.8	-8.7	-2.9
c1ccc(OCc2nn3c(-c4n[nH]c5c4CCC5)nnc3s2)cc1
  -3.1	3.2	0.6	-10.7	-9.0	0.1	-2.4	5.3	17.8	-0.8
O=C(c1ccco1)N(Cc1ccccc1)c1cccc([N+](=O)[O-])c1
  1.4	1.0	5.5	2.2	-14.7	0.3	-3.0	8.5	-9.0	2.9
CCOc1ccc(CN2CCN(c3ncnc4scc(-c5ccccc5)c34)CC2)cc1
  6.4	10.0*	14.7	0.6	-12.2	-0.1	-2.5	9.9	4.2	5.2
CN(c1ccccc1)S(=O)(=O)c1ccc(NC(=S)NC(=O)C2CC2)cc1
  -0.2	10.0*	14.2	3.3	5.1	-0.7	0.7	11.7	-6.4	7.3
CCOC(=O)C1CCCN(Cc2nc(N)nc(Nc3ccc(C)cc3)n2)C1 (configuration not stated)
  1.4	-10.2	7.1	-3.7	5.7	0.1	-4.2	-0.8	3.6	-3.3
